# PLCg1 inh = PLC-gamma1 enzyme inhibitors, primary screen, biochemical, fluorescence, purified enzyme | fluorogenic substrate | inhibition, % at 12.2 µM | actives 0.84% (n = 370,000); in the data active = inhibition above about 9.5%
# Rev-erbA mod = modulators of Rev-erb alpha DNA binding, primary screen, biochemical, FITC-DNA, fluorescence polarization, uHTS; Nuclear receptor subfamily 1 group D member 1 (Homo sapiens), P20393; Rev-erbα–FITC-DNA binding, 90 min; activity, % at 10 µM; actives 0.79% (n = 370,000);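 active = activity above about 14%, limit read from the data; passing the limit was not always enough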;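 note: 0% = DMSO wells with 35 nM protein and 100% = DMSO wells with 750 nM protein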
# hcDAF12 agonist = H. contortus DAF-12 nuclear receptor activators, primary screen, cell-based, luminescence, HEK293, lit1-tk-luc reporter; HEK293 hcDAF-12 lit1-tk-luc reporter; 0% DMSO, 100% Δ7-dafachronic acid; AID 652067, 2013; actives 1.4% (n = 370,000); activation, % at 6.8 µM;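 active = activation above the mean of all tested compounds plus 3 SD, cut at about 5.5% in these data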;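 note: 100% = response to 3 µM Δ7-dafachronic acid high control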
# SMARCA2 act = SMARCA2 (BRM) function activators, primary screen, cell-based, luminescence, high throughput; actives 1% (n = 370,000); MG213 cells, MMTV-luciferase reporter, dexamethasone, overnight; activation, % at 9.1 µM; in the data active = activation above about 7.8%;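 note: 0% = vehicle wells and 100% = reference activator wells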
# ssDAF12 agonist = S. stercoralis DAF-12 nuclear receptor activators, primary screen, cell-based, luminescence, HEK293, GRIP1 co-expression, lit1-tk-luc; Nuclear hormone receptor DAF-12 (Strongyloides stercoralis); activation, % at 6.8 µM; actives 1% (n = 370,000); AID 652126, 2013; HEK293 ssDAF-12/GRIP1 lit1-tk-luc reporter; % of 3 µM dafachronic acid response;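 active = activation above the mean over all tested compounds plus 3 SD, cut at about 0.9% in these data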;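 note: 0% = DMSO-only wells and 100% = 3 µM delta7-dafachronic acid wells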
# MBD2 DNA inh = inhibitors of MBD2 binding to methylated DNA, primary screen, biochemical, TR-FRET, DNA-binding domain, human; Methyl-CpG-binding domain protein 2 (Homo sapiens), Q9UBB5; MBD2 binding to methylated oligonucleotide; inhibition, % at 4.4 µM; AID 686964, 2013; actives 0.31% (n = 370,000); in the data active = inhibition above about 13%
# Target sequence (Q9UBB5 whole entry, looked up, the tested form may be a part): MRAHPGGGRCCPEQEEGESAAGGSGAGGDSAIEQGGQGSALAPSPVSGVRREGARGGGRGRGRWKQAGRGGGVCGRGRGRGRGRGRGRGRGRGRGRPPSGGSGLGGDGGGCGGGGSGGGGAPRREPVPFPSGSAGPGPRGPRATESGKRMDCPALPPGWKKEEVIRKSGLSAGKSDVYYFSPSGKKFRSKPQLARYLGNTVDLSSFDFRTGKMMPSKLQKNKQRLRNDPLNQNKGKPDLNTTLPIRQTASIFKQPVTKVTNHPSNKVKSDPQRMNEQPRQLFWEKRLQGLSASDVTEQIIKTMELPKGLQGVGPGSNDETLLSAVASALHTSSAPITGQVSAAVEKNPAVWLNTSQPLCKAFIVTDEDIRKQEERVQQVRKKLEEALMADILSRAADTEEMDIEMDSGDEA
# hgDAF12 agonist = H. glycines DAF-12 receptor agonists, primary screen, cell-based, luminescence, HEK293, GAL4 fusion, UAS-luciferase; HEK293 GAL4-hgDAF12 UAS-luciferase reporter, agonist luminescence; normalized to butyrate control; activation, % at 6.8 µM; actives 1.8% (n = 370,000);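 active = activation above a cutoff set at the mean of all screened compounds plus 3 SD, cut at about 10% in these data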;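 note: 0% = DMSO wells and 100% = sodium butyrate wells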
# DAX1 inh-1 = DAX1 (NR0B1) inhibitors on StAR promoter, primary screen, cell-based, luminescence, SF-1 (NR5A1), full-length DAX-1; inhibition, % at 6.8 µM; HEK293T StAR-luciferase reporter, SF-1/DAX-1 repression relief; AID 652010, 2013; actives 1.1% (n = 370,000);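 active = inhibition above the mean over all tested compounds plus 3 SD, cut at about 3.6% in these data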;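 note: 0% = DAX-1 cells with DMSO and 100% = cells lacking DAX-1 with DMSO; higher inhibition means more luminescence from relief of DAX-1 repression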
# PLC-beta3 inh = human PLC-beta3 inhibitors, primary screen, biochemical, fluorescence | 1-phosphatidylinositol 4,5-bisphosphate phosphodiesterase beta-3 (Homo sapiens), Q01970 | Purified PLC-beta3, fluorogenic substrate | inhibition, % at 12.2 µM | actives 0.18% (n = 370,000) | AID 720704, 2013; in the data active = inhibition above about 11%;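 note: 0% = median of compound wells on plate and 100% = full blocker control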
# ADAM17 inh = ADAM17 inhibitors, primary screen, biochemical, QFRET | Disintegrin and metalloproteinase domain-containing protein 17 (Homo sapiens), P78536 | recombinant ADAM17, EDANS/DABCYL FRET peptide cleavage | inhibition, % at 6.95 µM | actives 0.83% (n = 370,000) | AID 720648, 2013;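 active = inhibition above the mean of compounds lying between control limits plus 3 SD, set per campaign, cut at about 8.5% in these data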;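 note: 0% = DMSO-only wells as the low control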
# Target sequence (P78536 215-824 limits assumed): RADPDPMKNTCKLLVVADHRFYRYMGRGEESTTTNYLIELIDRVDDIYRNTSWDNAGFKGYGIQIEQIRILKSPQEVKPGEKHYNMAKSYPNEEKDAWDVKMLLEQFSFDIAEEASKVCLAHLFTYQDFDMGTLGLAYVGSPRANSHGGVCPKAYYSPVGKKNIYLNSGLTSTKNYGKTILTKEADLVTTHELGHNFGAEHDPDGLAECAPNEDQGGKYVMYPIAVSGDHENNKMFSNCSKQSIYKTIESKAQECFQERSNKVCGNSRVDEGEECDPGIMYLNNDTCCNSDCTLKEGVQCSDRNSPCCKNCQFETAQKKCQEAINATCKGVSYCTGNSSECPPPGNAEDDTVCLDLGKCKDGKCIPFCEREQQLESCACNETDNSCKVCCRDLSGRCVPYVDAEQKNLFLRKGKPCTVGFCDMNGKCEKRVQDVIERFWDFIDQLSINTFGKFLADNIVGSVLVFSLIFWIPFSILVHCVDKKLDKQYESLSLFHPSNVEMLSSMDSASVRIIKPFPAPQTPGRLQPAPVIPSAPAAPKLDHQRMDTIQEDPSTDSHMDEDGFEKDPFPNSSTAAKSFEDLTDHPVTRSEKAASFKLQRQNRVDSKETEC
# DAX1 inh-2 = DAX1 (NR0B1) inhibitors, primary screen, cell-based, HEK293, Gal4-DAX1, luciferase luminescence; Nuclear receptor subfamily 0 group B member 1 (Homo sapiens), P51843; HEK293 Gal4-DAX1 luciferase reporter; inhibition, % at 6.75 µM; actives 0.99% (n = 340,000); AID 504766, 2011;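 active = inhibition above the mean over all tested compounds plus 3 SD, cut at about 4.2% in these data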;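 note: 0% = DAX1-transfected cells with DMSO and 100% = empty-vector control cells with DMSO; inhibition shows as a rise in luminescence from relieved DAX1 repression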
# Starred values were filed as active, the others as inactive; · = not tested or not shown.
SMILES,PLCg1 inh,Rev-erbA mod,hcDAF12 agonist,SMARCA2 act,ssDAF12 agonist,MBD2 DNA inh,hgDAF12 agonist,DAX1 inh-1,PLC-beta3 inh,ADAM17 inh,DAX1 inh-2
Nn1c(SCC(=O)Nc2cccc(C(F)(F)F)c2)nncc1=O,0.6,-5.8,-1.7,-1.6,-1.1,0.8,-1.5,-0.3,-7.7,0.2,0.8
COc1cccc(CNC(=S)Nc2ccc(Cl)cc2C)c1,-0.9,-4.4,-0.2,3.1,-0.4,0.5,2.2,0.3,-2.1,1.3,1.6
COCCN(C(=O)CCC(=O)Nc1cc(C)on1)C(C(=O)NC1CCCC1)c1ccc(C(C)C)cc1 (stereo not drawn),1.3,-1.2,0.1,-3.0,-1.1,1.9,0.3,-0.4,-2.9,-0.3,0.6
CCOc1ccc(CN(C)C(=O)[C@H](Cc2ccccc2)NC(=O)OCc2ccccc2)cc1OC,-1.5,-0.2,-5.3,-4.5,-2.3,-0.4,-7.9,-1.6,-6.6,1.1,-1.3
Cc1ccc2ccc(C)[n+](CCCS(=O)(=O)[O-])c2c1,-6.7,5.6,-1.9,-0.5,-1.2,-3.5,8.6,0.3,-9.5,-16.6,0.4
Cc1cc(Cl)ccc1Oc1nc(-c2ccc(F)cc2)ccc1C#N,-2.9,13.9,-0.7,-1.4,-1.2,-0.8,-0.9,-0.4,2.4,-4.6,0.1
CCN1CCN(C(=S)NCC(C)C)CC1,2.3,0.7,-2.9,-2.7,-1.1,1.7,1.3,-0.1,-107.4,-0.1,-0.8
Clc1cccc(CNC2CCC23CCCCC3)c1 (stereo not drawn),1.1,2.7,-1.2,·,-0.9,2.4,2.9,·,1.5,-1.7,·
COc1ccccc1NNC(=O)c1cccnc1Oc1ccccc1,-1.1,5.3,0.5,-0.5,-0.2,3.5,-1.8,0.4,-0.7,0.6,0.5
CC(C)Cc1nc2ccccc2[nH]1,1.2,-2.0,-1.3,-3.9,-1.1,2.9,-1.9,0.0,-6.8,-3.0,0.5
COc1ccc(Nc2cc(C(=O)NC3CCCC3)c3ccccc3n2)c(OC)c1,-0.2,-1.3,0.4,-0.7,-0.5,1.2,-0.7,-0.8,-9.8,-2.0,-0.8
COc1ccc(-n2c(COc3ccc(C)cc3)n[nH]c2=S)cc1,-1.4,0.5,-1.4,-1.3,-1.6,-3.8,-2.1,-0.5,-4.8,0.3,1.1
CCC(C)[C@H](NC(=O)OC(C)(C)C)C(=O)N/N=C/c1ccc2nccnc2c1 (stereo partly drawn),-7.7,8.0,-1.8,0.0,-1.6,-9.6,-0.8,0.2,-13.4,-6.2,-1.3
O=C(CCNC(=O)Cn1cnc2ccccc2c1=O)NCCC1=CCCCC1,-0.7,-8.9,-0.7,-3.1,-0.6,3.3,1.8,0.1,0.3,-1.9,-0.5
O=C(O)c1ccc(COCC(F)(F)F)cc1,6.4,-0.7,-0.7,-4.3,-1.9,8.7,0.6,-0.3,-0.5,-4.5,-1.3
Oc1ccc(Cl)cc1Nc1nc(NCC2CCCO2)c2ccccc2n1 (stereo not drawn),0.7,-1.0,-1.1,-1.5,-1.4,1.1,-2.5,-1.1,-1.5,-0.9,-0.5
CC(C)(C)OC(=O)C[C@H]1C/C=C\C[C@@H](CC(=O)N[C@@H](CO)Cc2ccccc2)C(=O)NC[C@H](c2ccccc2)OC1=O,1.1,2.5,0.1,-1.3,-1.2,-7.0,-4.6,-0.1,0.4,-6.3,0.7
COc1ccc(N2CCN(c3nc(C)c(C)c(=O)[nH]3)CC2)cc1,2.6,-3.4,-1.1,-0.1,-0.8,3.4,1.4,-0.3,-6.2,-2.6,-1.1
CC(CCCCCCCCC(=O)O)N(CCO)C(=O)OC(C)(C)C (stereo not drawn),6.0,-4.4,-2.0,-0.1,-1.6,1.7,-0.1,-0.1,3.9,1.7,-0.4
CN(C)S(=O)(=O)c1cccc(NC(=S)N2CCc3ccccc32)c1,2.0,-0.6,1.1,-0.3,-0.9,-2.1,-0.6,-1.3,0.4,4.4,-0.5

# An excerpt of these results, with two lines to a compound:
# Second line of a record – PLCg1 inh, Rev-erbA mod, hcDAF12 agonist, SMARCA2 act, ssDAF12 agonist, MBD2 DNA inh, hgDAF12 agonist, DAX1 inh-1, PLC-beta3 inh, ADAM17 inh, DAX1 inh-2
> COc1ccc(-n2c(COc3ccc(C)cc3)n[nH]c2=S)cc1
 : -1.4, 0.5, -1.4, -1.3, -1.6, -3.8, -2.1, -0.5, -4.8, 0.3, 1.1
> CCOc1ccc(CN(C)C(=O)[C@H](Cc2ccccc2)NC(=O)OCc2ccccc2)cc1OC
 : -1.5, -0.2, -5.3, -4.5, -2.3, -0.4, -7.9, -1.6, -6.6, 1.1, -1.3

# (more compounds)
SMILES,PLCg1 inh,Rev-erbA mod,hcDAF12 agonist,SMARCA2 act,ssDAF12 agonist,MBD2 DNA inh,hgDAF12 agonist,DAX1 inh-1,PLC-beta3 inh,ADAM17 inh,DAX1 inh-2
Cc1cccc(NS(=O)(=O)c2ccc(C(C)(C)C)cc2)n1,-29.0,2.4,-1.4,1.6,-0.9,-5.5,-1.0,-0.2,-40.3,-32.5,-1.6
COc1ccccc1C(CNc1nc(C(F)(F)F)nc2ccccc12)N(C)C (stereo not drawn),-5.2,-0.9,-2.3,-3.0,-1.1,-1.6,-3.4,0.0,-18.3,0.7,-1.2
O=C(COC(=O)Cc1ccc(Br)cc1)NC1CCCCC1,-2.2,-4.8,-1.2,-0.5,-1.3,-1.2,2.3,0.3,-7.5,-1.5,-0.3
O=C(COc1ccccc1)N(Cc1cc2ccccc2[nH]c1=O)CC1CCCO1 (stereo not drawn),-0.5,-3.5,-1.1,0.2,-0.8,4.7,1.4,0.0,-0.5,-8.8,0.7
CC(=O)NC(NC(C)=O)c1cccc(OCc2ccccc2)c1,5.7,-7.9,-0.7,-2.1,-0.3,-7.7,1.4,-0.7,7.7,1.2,0.6
Cc1cccn2cc(-c3cccc(S(=O)(=O)N4CCOCC4)c3)nc12,-25.2,4.5,-1.3,-0.1,-1.1,-0.2,-1.0,-0.6,-38.9,-5.7,0.4
CC(C)CNC(=O)C1Nc2ccccc2C2C=CCC12 (stereo not drawn),-23.4,-3.3,-1.1,-0.4,-1.0,2.1,0.9,0.2,-34.4,-2.0,0.9
NC(=O)c1nc(C(=O)N2CCN(c3ccccc3)CC2)c2ccccc2n1,-1.7,1.4,2.3,-0.6,-1.4,1.1,0.5,0.3,-0.1,-5.4,1.9
O=C(OCC#CCSc1nc2ccccc2o1)c1cc2ccccc2o1,2.9,2.3,3.6,0.1,-0.5,0.3,-0.7,0.1,0.4,-2.3,-0.9
CCN1CCCC1CNc1ncnc2c1[nH]c1ccc(Cl)cc12 (stereo not drawn),-13.2,1.3,0.7,0.9,-0.2,0.2,1.0,0.1,-19.4,-18.7,-2.0
COc1cc(C(=O)N2CCN(C3CCC(C)CC3)CC2)cc(OC)c1OC (stereo not drawn),1.8,3.3,1.2,-1.7,-1.3,1.8,-1.2,-0.4,-2.4,-0.5,1.9
COc1ccc(CC(=O)NCC(=O)NC(Cc2ccccc2)C(=O)O)cc1 (stereo not drawn),0.4,3.0,0.6,0.5,-1.2,-0.1,1.1,0.0,4.2,-4.4,-0.8
O=C(OCCOc1ccccc1Cl)c1cc(S(=O)(=O)N2CCCCC2)ccc1N1CCOCC1,4.4,-2.8,-2.8,-3.8,-1.7,6.8,-5.3,-2.9,-16.5,3.0,-1.7
CC1(C)OC(=O)N(Cc2ccco2)C1(C)O (stereo not drawn),-2.4,2.5,-1.8,1.8,-0.8,2.7,1.5,0.2,-3.9,-1.7,-0.1
COCCCNC(=O)c1ccc(Cn2c(=O)c3ccccc3n(CC(=O)NCc3ccco3)c2=O)cc1,0.0,-4.0,-1.2,-1.1,-1.9,4.5,-2.8,0.2,-8.4,-2.8,2.1
COC(=O)c1ccc(NS(=O)(=O)c2ccc(Cl)cc2)o1,-39.0,-0.8,0.1,-3.6,-1.2,-3.5,2.4,0.1,-51.7,-12.4,0.3
O=c1cc(SCc2ccc(Cl)cc2Cl)nc[nH]1,3.3,8.9,-0.4,-1.7,-1.6,2.9,4.5,-1.4,-7.6,0.6,0.2
COc1ccccc1CNC1CCC12CCC(c1ccccc1)CC2 (stereo not drawn),-1.3,3.1,-0.6,·,-1.3,-1.1,-1.4,·,0.8,-5.5,·
Cc1cccc(CCNC(=O)C2CCN(S(=O)(=O)c3ccccc3)CC2)c1,0.9,-0.5,-0.3,-4.4,-0.7,3.9,1.0,0.8,-3.1,-4.1,-0.2
COc1ccc(N(CC(=O)Nc2ccc(OC)c(Cl)c2)S(=O)(=O)c2c(C)noc2C)cc1,3.9,1.6,-0.5,-2.4,-0.4,-2.9,1.4,0.8,4.4,-0.2,0.2
COc1ccc(OC)c(NC(=O)COC(=O)c2n[nH]c3ccccc23)c1,1.9,-7.1,0.3,0.3,-1.3,0.4,0.2,0.2,-2.0,-2.7,-1.1
Cc1ccc2nc(SCC(=O)N(CC(C)C)c3c(N)n(CC(C)C)c(=O)[nH]c3=O)[nH]c2c1,-4.5,2.0,0.7,0.6,-0.4,-6.2,-0.5,1.0,-2.1,-4.8,0.3
CC(NCC(=O)Nc1ccccc1C(=O)NC1CC1)c1cccc(Cl)c1 (stereo not drawn),2.5,0.8,0.3,-3.5,-1.1,1.8,-2.4,1.0,-2.8,1.0,1.0
S=c1nc(NCc2cccc(Cl)c2)c2ccccc2[nH]1,0.5,-0.4,-0.8,-1.4,-1.3,0.8,0.2,-0.3,-8.0,1.5,0.1
CCOc1ccc(NC(=O)CSc2nnc(CNC(=O)c3cccs3)o2)cc1,1.9,-2.6,-0.5,-2.7,-1.1,1.0,0.9,-0.6,-6.1,1.3,0.3
COc1ccc(S(=O)(=O)N2CCCCC2)cc1NC(=O)CNc1ccccc1N1CCCC1=O,-2.4,1.1,-0.9,-1.8,-1.1,-1.5,-1.2,2.0,-7.9,0.3,1.0
O=C(NC1CCCCC1)C(c1ccco1)N(C(=O)C(F)(F)F)C1CC1 (stereo not drawn),6.8,-0.8,-0.9,1.8,-0.8,0.9,-1.6,-1.0,2.4,1.3,1.1

# Source: PubChem
